Source: PubChem BioAssay (National Center for Advancing Translational Sciences (NCATS))
S3 lipid droplet – qHTS Assay for Lipid Storage Modulators in Drosophila S3 Cells; 0.64% of 320,000 active; Potency in µM for hits, for the others lipid storage change, negative = inhibition, % at the top dose, mostly 46.1 µM; AID 2685, 2010; Drosophila S3 cells, BODIPY lipid droplet fluorescence, 18-24 h; cells fed with added oleic acid; active means well fitted inhibition curve with a large enough effect in the signal ratio, with a control signal flat, not every such curve was filed as active; inconclusive means small, poorly fitted or top-dose-only effect, or effect the other way, or a change in a side signal; the % refers to the signal ratio
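Drosophila S3 cells loaded with oleic acid (400 uM, as added) and compounds at several concentrations; lipid droplets imaged by 488-nm laser-scanning cytometry, 500–530 nm intensity and object ratio to cell channel. Percent activity normalized to 20 uM Triacsin C.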
S3 lipid droplet cell count max – recorded beside S3 lipid droplet, whose call it bears; cell number change, %; measured here: cell count max response;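 cells counted by Cell Tracker Red CMTPX staining in the red channel; peak over a dose series mostly up to 46.1 µM; percent activity relative to internal control wells on each plate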
* hit, by the source's call; i = inactive; ? = inconclusive; / = not tested or not shown; [ ] = remark or other dose. On the % scale 0 is the no-effect control and ±100 the full control effect; potency means the concentration at half of the fitted maximal effect. The list is partial (hit frequency here may not be typical).

The first 14 records as a preview:
SMILES | S3 lipid droplet | S3 lipid droplet cell count max
CN(C)CC(=O)c1ccc(-c2ccccc2)cc1 | ? | /
O=C(Cn1c(=O)oc2ccccc21)Nc1ccc(F)cc1 | ? | /
Cc1ccccc1NC(=O)Cc1nc(COC(=O)CC(C)c2ccccc2)cs1 (stereo not given) | ? | /
Cc1n[nH]c(=O)nc1N1CCc2ccccc2C1 | ? | /
CCn1c(=O)c(C(=O)Nc2nc3ccccc3[nH]2)c(O)c2ccccc21 | ? | /
Cc1ccc(-c2nc(-c3ccccn3)no2)cc1Cl | ? | /
c1cc2nnnn2nc1N1CCCCCC1 | 5.1% | 3.3
O=C(CSC1=NCCS1)NC(NC(=O)CSC1=NCCS1)c1ccccc1 | ? | /
COc1cccc(OC)c1NC(=O)C1CCCN1C(=O)Nc1ccccc1Cl (stereo not given) | -8.0% | 15.7
CCn1nc(C(=O)NNC(=O)C2CSC3(C)CCC(=O)N23)c2ccccc2c1=O (stereo not given) | ? | /
CCCCn1c(N)c(N(CC(C)C)C(=O)c2ccc(-c3ccc(Cl)cc3)o2)c(=O)[nH]c1=O | ? | /
CCOC(=O)C1=C(C)NC(=S)N(C(C)=O)C1c1ccc(OC)c(OC)c1 (stereo not given) | ? | /
CCCCOc1ccc(-n2nc(C)cc2C)nn1 | ? | /
O=c1[nH]nc(-c2ccc(NCCO)c([N+](=O)[O-])c2)c2ccccc12 | -5.5% | -5.1

Main list, from the first entry:
SMILES | S3 lipid droplet | S3 lipid droplet cell count max
CN(C)CC(=O)c1ccc(-c2ccccc2)cc1 | ? | /
O=C(Cn1c(=O)oc2ccccc21)Nc1ccc(F)cc1 | ? | /
Cc1ccccc1NC(=O)Cc1nc(COC(=O)CC(C)c2ccccc2)cs1 (stereo not given) | ? | /
Cc1n[nH]c(=O)nc1N1CCc2ccccc2C1 | ? | /
CCn1c(=O)c(C(=O)Nc2nc3ccccc3[nH]2)c(O)c2ccccc21 | ? | /
Cc1ccc(-c2nc(-c3ccccn3)no2)cc1Cl | ? | /
c1cc2nnnn2nc1N1CCCCCC1 | 5.1% | 3.3
O=C(CSC1=NCCS1)NC(NC(=O)CSC1=NCCS1)c1ccccc1 | ? | /
COc1cccc(OC)c1NC(=O)C1CCCN1C(=O)Nc1ccccc1Cl (stereo not given) | -8.0% | 15.7
CCn1nc(C(=O)NNC(=O)C2CSC3(C)CCC(=O)N23)c2ccccc2c1=O (stereo not given) | ? | /
CCCCn1c(N)c(N(CC(C)C)C(=O)c2ccc(-c3ccc(Cl)cc3)o2)c(=O)[nH]c1=O | ? | /
CCOC(=O)C1=C(C)NC(=S)N(C(C)=O)C1c1ccc(OC)c(OC)c1 (stereo not given) | ? | /
CCCCOc1ccc(-n2nc(C)cc2C)nn1 | ? | /
O=c1[nH]nc(-c2ccc(NCCO)c([N+](=O)[O-])c2)c2ccccc12 | -5.5% | -5.1
CCOC(=O)c1nn(-c2ccccc2)c(=O)c2c(NC(C)=O)scc12 | 0.1% | /
Cc1ccccc1-n1c(C)cc(/C=C(\C#N)C(=O)NCC2CCCO2)c1C (stereo not given) | i | 16.5
COc1ccc(OC)c(NC(=O)CN(C)CC(=O)Nc2ccccc2Cl)c1 | i | /
CCOC(=O)Cc1nnc(NC(=O)c2ccccc2OC)s1 | ? | /
Cc1cc(CN(C)C(=O)C2CCC(=O)N(CCc3ccccc3)C2)n[nH]1 (stereo not given) | i | 12.2
COCC(=O)NCCc1nc2ccccc2[nH]1 | ? | /
COc1ccccc1CNc1ccccc1F | -12.3% | -12.5
CC1(C)O[C@@H]2C[C@H]3[C@@H]4CCC5=CC(=O)CC[C@]5(C)[C@@]4(F)[C@@H](O)C[C@]3(C)[C@]2(C(=O)CCl)O1 | 2.9% | 1.0
Cc1c(OC(C)C(=O)NCC(O)c2ccccc2)ccc2c3c(c(=O)oc12)CCC3 (stereo not given) | ? | /
CCOC(=O)C1=C(CN2CCN(C(=O)c3ccco3)CC2)NC(=O)NC1c1ccc(F)cc1 (stereo not given) | i | -24.3
O=C(/C=C/c1cccs1)NC1CCCC1 | 14.6% | 12.8
(further entries)
SMILES | S3 lipid droplet | S3 lipid droplet cell count max
O=C(OC(C(=O)NC1CCCCC1)c1ccccc1F)c1ccco1 (stereo not given) | ? | /
COc1ccc(/C=N/NC(=O)CNC(=O)c2ccc(S(=O)(=O)N3CCOCC3)cc2)cc1OC | ? | /
O=C(COc1ccccc1Cl)Nc1ccc(C(=O)N2CCCCC2)cc1 | ? | /
O=C(COC(=O)CNC(=O)c1ccccc1)Nc1ccc(S(=O)(=O)N2CCCC2)cc1 | ? | /
CCC(C)NC(=O)CC(C)C (stereo not given) | -7.4% | 7.6
CCOC(=O)Cc1csc(NC(=O)CC(C)(C)C)n1 | i | 23.6
CCOC(=O)N1CCN(c2c(NCCN3CCCCC3CC)c(=O)c2=O)CC1 (stereo not given) | -0.1% | /
Cc1nnc(SCc2cccc(CSc3nnc(C)s3)c2)s1 | ? | /
CN1C(=O)NC(c2ccc([N+](=O)[O-])cc2)C2=C1CC(C)(C)CC2=O (stereo not given) | -2.0% | 0.1
COc1ccc(CNC(=O)CCCn2nc(C)c([N+](=O)[O-])c2C)cc1 | 3.4% | -4.8
O=C(c1cccs1)N1CCN(S(=O)(=O)c2ccc(F)cc2)CC1 | -9.0% | 17.7
CCC(C)C(NC(=O)c1ccccc1NC(=O)c1ccco1)C(=O)NNC(=O)c1ccncc1 (stereo not given) | 8.8% | -3.8
Cc1nc(-c2ccc(NC(=O)C3CCCCC3)cc2)cs1 | ? | /
CCOC(=O)c1cnc(COc2ccc(OC)cc2)[nH]c1=O | 1.1% | /
O=C(CCC(=O)N(CC(=O)NC1CCCCC1)c1ccccc1F)Nc1nccs1 | ? | /
Cc1ccc(-n2c(-c3ccccc3)cc(/C=N/NC(=O)CC#N)c2-c2ccccc2)cc1 | ? | /
CCCCCC(=O)Nc1nc(C)c(-c2csc(Nc3cc(Cl)ccc3OC)n2)s1 | 0.4% | -23.3
O=C(COC(=O)C1CCCCC1)Nc1ccccc1OC(F)F | ? | /
O=C(Nc1cc(SCCO)cc([N+](=O)[O-])c1)c1ccco1 | ? | /
CC(C)c1ccc(C(=O)NCCCN(C)C)cc1 | -4.8% | -6.6
O=C(NC1CCCCCCC1)c1cc(COc2ccc3ncccc3c2)on1 | ? | /
CN1CCN(C(=S)NCCc2ccccc2)CC1 | ? | /
CC(C)CN(C(=O)CCC(=O)OCc1ccc(Cl)cc1Cl)c1c(N)n(CC(C)C)c(=O)[nH]c1=O | ? | /
CCOc1ccc(N=C/C=C/c2ccccc2)c(O)c1 | ? | /
COc1ccc(C2C(C(=O)NCCN(C)C)c3ccccc3C(=O)N2C)cc1OC (stereo not given) | 5.7% | 9.3
(continued)
SMILES | S3 lipid droplet | S3 lipid droplet cell count max
COc1ccc(CNC(=O)C(C)N(C)Cc2cccc(F)c2)cc1 (stereo not given) | ? | /
Cc1ccn(CC(=O)N2CCCC(N3CCN(Cc4ccc5c(c4)OCO5)CC3)C2)n1 (stereo not given) | 7.8% | 8.1
CCCn1c(SCC(=O)Nc2sc(C)c(C)c2C#N)nnc1C(C)C | i | /
Cc1ccc(OCCC(=O)OCC(=O)NC2CCS(=O)(=O)C2)cc1 (stereo not given) | ? | /
Cc1ccc(/C=N/n2c(-c3ccncc3)n[nH]c2=S)o1 | ? | /
COc1ccc(C(=O)C2CCCN(Cc3cn(C)nc3-c3ccccc3)C2)cc1F (stereo not given) | 0.9% | /
CN(CCC1CCCCO1)Cc1cn(C)nc1-c1ccc2c(c1)OCCO2 (stereo not given) | -5.9% | 7.1
CC1(C)C(=O)Nc2ccccc2N1C(=O)COC(=O)/C=C/c1ccc(OC(F)F)cc1 | 8.8%[0.0737 µM] | 9.1
O=C(Cc1ccsc1)N1CCc2c([nH]c3ccccc23)C1c1ccccn1 (stereo not given) | 14.1% | 4.4
COc1ccccc1NC1=Nc2cccc3cccc1c23 | ? | /
COC(=O)c1[nH]c2cccc(Cl)c2c1NC(=O)CN1CCN(CCO)CC1 | ? | /
COc1ccc(C(=O)OCC(=O)NC(=O)NC2CCCC2)cc1OC | ? | /
CCc1cccc2c(C(=O)COC(=O)/C=C/c3ccc(O)c(OC)c3)c[nH]c12 | ? | /
COc1ccc(N2C(S)=C(C#N)C(=O)NC2c2ccc(OC)c(OC)c2)cc1 (stereo not given) | -12.6% | 1.9
COc1ccc(C2C(C#N)=C(/N=C/N3CCOCC3)OC3=C2C(=O)CC(C)(C)C3)cc1OC (stereo not given) | 8.7% | -2.1
CCn1cc(C2=NOC(C(=O)Nc3cccc(C(C)=O)c3)C2)c(C)n1 (stereo not given) | ? | /
O=C(COC(=O)c1cccc([N+](=O)[O-])c1)NCc1cccs1 | ? | /
O=C(Nc1ccccc1)c1nc[nH]c1C(=O)NCc1ccccc1 | ? | /
COc1ccccc1N1CCN(C(=O)c2cc(-c3ccc(F)cc3)[nH]c2C)CC1 | ? | /
Cc1ccc(C)c(NC(=S)NC(C)C(c2ccccc2)N2CCN(C)CC2)c1 (stereo not given) | ? | /
COc1ccc(/C=N/OCC(=O)NC(c2ccccc2)c2ccccc2)c(OC)c1 | 13.1% | 5.3
O=C(c1ccccc1F)N(Cc1ccc(F)cc1)C1CCS(=O)(=O)C1 (stereo not given) | 1.2% | 8.2
O=C(COc1ccc(S(=O)(=O)NC2CCCCC2)cc1)N1CCN(c2cccc(Cl)c2)CC1 | ? | /
CCCOc1ccccc1/C=C1/C(=O)ON=C1C | -7.6% | -7.4
CCOC(=O)C1CCN(C(=O)CN(c2ccc(OC)c(OC)c2)S(=O)(=O)c2ccccc2)CC1 | 12.4% | 7.1
Additional structures:
SMILES | S3 lipid droplet | S3 lipid droplet cell count max
CC(=O)c1ccc(N2C(=NC(=O)C3CCCCC3)SC3CS(=O)(=O)CC32)cc1 (stereo not given) | ? | /
Cc1c(NC(=O)CSCc2ccc(Cl)cc2Cl)cccc1C(=O)O | ? | /
Cc1cc(=O)oc2c(C)c3occc3cc12 | ? | /
Cc1cccc(N=C2Sc3nc4c(C)c(C)ccc4cc3CN2CCN2CCOCC2)c1 | ? | /
CC(Oc1ccccc1)C(=O)Nc1c2c(nn1-c1ccccc1)CS(=O)C2 (stereo not given) | ? | /
CCOC(=O)C1CCN(C(=O)C(C)Sc2ccc(Cl)cc2)CC1 (stereo not given) | 1.2% | -4.0
CC(=O)Nc1ccc(C(=O)n2nc(C)cc2C)cc1 | 8.7% | -4.7
Cc1ccc(NC(=O)COC(=O)C2CC3CCCC(C2)C3=O)c([N+](=O)[O-])c1 (stereo not given) | ? | /
CCOC(=O)c1c(C)[nH]c(C(=O)OCC(=O)c2ccc3c(c2)NC(=O)CO3)c1C | i | /
COCCNC(=S)N=Nc1c(O)[nH]c2ccc([N+](=O)[O-])cc12 | 4.8% | 12.3
COC(=O)C1=C(N)Oc2cc(C)n(CC3CCCO3)c(=O)c2C1c1ccc(Cl)c(Cl)c1 (stereo not given) | ? | /
NS(=O)(=O)c1ccc(CCNC(=O)c2ccccc2F)cc1 | ? | /
CC1(C2CC2)NC(=O)N(CC(=O)N2CCN(S(=O)(=O)c3ccc(F)c(F)c3)CC2)C1=O (stereo not given) | ? | /
COc1ccc(N)cc1C#N | 1.3% | 1.3
CCOc1cc(N2CCOCC2)c(OCC)cc1NC(=O)C1=COCCO1 | ? | /
Cc1ccc(NC(=O)C2=C(O)CCn3c2nc2ccccc23)cc1 | ? | /
COc1cccc(C(=O)NCCCNC(=O)c2cccnc2)c1 | ? | /
O/N=C/Cc1[nH]c2ccccc2c1-c1ccccc1 | ? | /
CC(=O)c1ccc2c(c1)C1C=CCC1C(c1cc3c(cc1Br)OCO3)N2 (stereo not given) | ? | /
COc1ccccc1N1CCN(CC(=O)c2c(C)[nH]c3cc(C)ccc23)CC1 | ? | /
Cc1cccc(N2CC(c3nc4ccccc4[nH]3)CC2=O)c1 (stereo not given) | ? | /
Cc1[nH]n(-c2ccccc2)c(=O)c1C(=O)c1cccc(F)c1 | -14.7% | 13.5
OC(COC(c1ccc(Cl)cc1)c1ccc(Cl)cc1)CN1CCc2ccccc2C1 (stereo not given) | ? | /
CCN(c1ccccc1)S(=O)(=O)c1ccc(Cl)c(NC(=O)COC(=O)c2ccc(Cl)c(N)c2)c1 | 9.3% | /
CCCCNC(=O)Nc1nnc(-c2ccc(OCC)cc2)o1 | ? | /
Next section
SMILES | S3 lipid droplet | S3 lipid droplet cell count max
COCCN(C(=S)Nc1cccc(C)c1)C(C)c1cccnc1 (stereo not given) | -0.9% | 10.0
COc1cc(C(=O)NCc2nnc(SCC(=O)NC3CCCCC3)o2)cc(OC)c1OC | ? | /
S=C(Nc1ccc(Cl)cc1)Nc1ccc2cn[nH]c2c1 | ? | /
CCOC(=O)c1cc(-c2ccccc2)sc1NC(=O)c1cc(OC)c(OC)c(OC)c1 | ? | /
COc1ccc(NC2CS(=O)(=O)CC2OC(=O)c2ccc(F)cc2)cc1 (stereo not given) | ? | /
O=C(CN1C(=O)c2cccc3cccc1c23)NCc1ccc2c(c1)OCO2 | ? | /
CCN(CC)C(=O)c1ccc(S(=O)(=O)Cc2ccc(C)cc2)c([N+](=O)[O-])c1 | 5.8% | 12.6
CN(/N=C/c1cc(Br)cc(Br)c1O)c1ccccc1 | 11.6% | 14.4
CCc1ccc(/C=C2\SC(=S)N(CCC(=O)N3CCN(C)CC3)C2=O)cc1 | ? | /
c1ccc(-c2cnnc(N3CCOCC3)n2)cc1 | -5.5% | -15.3
Cc1ccc(C(=O)Nc2cccc(-c3nc4ncccc4o3)c2)cc1 | ? | /
O=C(O)CCn1c(Cc2ccccc2)nc2ccccc21 | ? | /
